EBV LMP1 NFkB: EBV LMP1-driven NF-kappaB luciferase reporter inhibitors, primary screen, cell-based, luminescence, single point. LMP1-induced NF-kappaB luciferase reporter cells. inhibition, % at 12.5 µM. 350,000 tested, 0.69% active. AID 504558, 2011; in the data active = inhibition above about 41%;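 note: 0% = neutral control wells and 100% = reference inhibitor control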
Shn3 inh set2: reduction of Shn3 3'UTR firefly luciferase signal, primary screen, Schnurri-3 inhibitor project, cell-based, Clone20 osteoblasts, set 2 | Clone20 osteoblast Shn3 3'UTR firefly luciferase, 24 h | 360,000 tested, 0.52% active | AID 588674, 2011 | inhibition, % at 12.5 µM;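 active = mean inhibition of at least 75% with every replicate also reaching 75%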;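 note: 0% = median of neutral control wells and 100% = pilot-screen positive control compound; some compounds past the cut are filed as inactive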
TRPM1 prom inh: inhibitors of MITF-dependent TRPM1 promoter reporter, primary screen, cell-based, SK-MEL-5, single point, luciferase; SK-MEL-5 TRPM1 promoter luciferase, 24 h; inhibition, % at 12.5 µM; 330,000 tested, 0.83% active; AID 488899, 2010;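 active = mean inhibition across replicates of 60% or more, whatever share of single replicates reaches that level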; note: values of inactives mirror those of a sister screen read the other way
NR2E3 ag-1: NR2E3 agonists in two-hybrid cells, primary screen, cell-based, luminescence, CHO-S, Gal4-NCOR/VP16-NR2E3 | Photoreceptor-specific nuclear receptor (Homo sapiens), Q9Y5X4 | luciferase | inhibition of corepressor binding, % at 3.98 µM | 360,000 tested, 0.35% active | AID 602229, 2012;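 active = inhibition above the mean of all tested compounds plus 3 SD, cut at about 70% in these data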;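 note: 0% = DMSO with NR2E3 transfected cells and 100% = cells lacking NR2E3 construct; higher means lower luciferase signal from less NR2E3 corepressor binding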
Target sequence (Q9Y5X4 whole entry, looked up, the tested form may be a part): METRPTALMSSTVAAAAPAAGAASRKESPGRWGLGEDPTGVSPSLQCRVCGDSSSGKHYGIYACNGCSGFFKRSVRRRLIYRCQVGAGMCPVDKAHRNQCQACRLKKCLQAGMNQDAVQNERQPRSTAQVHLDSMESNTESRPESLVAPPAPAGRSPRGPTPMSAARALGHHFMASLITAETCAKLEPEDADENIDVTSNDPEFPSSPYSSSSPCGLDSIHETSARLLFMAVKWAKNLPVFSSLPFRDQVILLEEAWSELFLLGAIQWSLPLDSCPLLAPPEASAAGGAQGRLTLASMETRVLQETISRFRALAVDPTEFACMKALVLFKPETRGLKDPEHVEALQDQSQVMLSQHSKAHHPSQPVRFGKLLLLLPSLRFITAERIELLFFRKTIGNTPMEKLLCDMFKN
NR2E3 ag-2: inhibitors of NR2E3-RetCOR corepressor binding, primary screen, NR2E3 agonist project, biochemical, TR-FRET, GST-NR2E3, biotin-RetCOR | 1536-well | inhibition of corepressor binding, % at 4.78 µM | Photoreceptor-specific nuclear receptor (Homo sapiens), Q9Y5X4 | 320,000 tested, 0.12% active | AID 2300, 2010;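 active = percent inhibition above the cutoff of mean plus 3 SD of all tested compounds, set per screening campaign, cut at about 20% in these data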;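 note: 0% = DMSO wells and 100% = biotin wells as full block of FRET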
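system = GST-tagged NR2E3 plus biotinylated RetCOR corepressor | input = 1.35 nM GST-NR2E3 | also added = 7 nM biotin-RetCOR | schedule = 5 h incubation at 4 °C | measured by = TR-FRET with europium anti-GST and streptavidin-D2, 340 nm excitation | read-out = percent loss of FRET ratio relative to control wells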
TRAIL sens C8: viability loss with TRAIL in NB7+C8 cells, primary screen, TRAIL sensitizer project, cell-based, ATPlite luminescence. inhibition (viability loss, TRAIL sensitization), % at 10 µM. AID 624354, 2012. 360,000 tested, 1% active;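 active = compounds causing at least 50% loss of cell viability in the single-dose screen, relative to plate controls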
HIF-2a block: HIF-2a reporter inhibitors, primary screen, luminescence, 786-0 RCC cells; 360,000 tested, 0.72% active; 786-0 RCC cells HIF-2a reporter, luciferase luminescence, overnight; AID 624352, 2012; inhibition, % at 18.8 µM;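 active = inhibition of the luminescence signal of 40% or more relative to plate controls, in a single-dose primary screen at 18.75 µM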
KKLEB tox: cytotoxicity in KKLEB CF airway cells, primary screen, cytotoxicity control for CF NF-kB inhibitor project, cell-based, uHTS, fluorescence assay plates; activity change (cytotoxicity), % at 5 µM; KKLEB CF airway cells viability, ATPlite luminescence, overnight; hits give low values; cells stimulated with P. aeruginosa culture filtrate; AID 602141, 2011; 360,000 tested, 0.36% active;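 active = corrected activity change at or below -50% at 5 µM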
CF NFkB inh: inhibitors of PAF-induced NF-kB signaling, primary screen, cell-based, GFP fluorescence, uHTS. inhibition, % at 5 µM. KKLEB NF-kB-GFP reporter, GFP fluorescence overnight. AID 588850, 2011. 360,000 tested, 0.86% active;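 active = at least 50% inhibition at 5 µM, scaled per plate between neutral and stimulator controls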;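 note: PAF is a Pseudomonas aeruginosa culture filtrate used as stimulus; plate controls were PAF-stimulated DMSO wells for no effect and unstimulated DMSO wells for full effect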
hiPSC survival: enhancers of single-cell hiPSC survival, primary screen, ATPlite luminescence; AID 602274, 2012; 100% = ROCK inhibitor wells, 0% = DMSO; survival enhancement, % at 20 µM; 360,000 tested, 0.044% active; in the data active = survival enhancement above about 18%;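 note: cells exposed to compounds for 16 hours before the ATP read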
Peg3 promoter: Peg3 promoter-driven luciferase inhibitors, primary screen, cell-based, HeLa, luciferase luminescence. inhibition, % at 20 µM. HeLa PEG-Prom luciferase reporter, overnight. 360,000 tested, 1.7% active;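 active = inhibition of at least 50% at 20 µM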
* = called active by the depositor; · = no result given. This is a subset; count on the stated rates, not on these rows.

SMILES | EBV LMP1 NFkB | Shn3 inh set2 | TRPM1 prom inh | NR2E3 ag-1 | NR2E3 ag-2 | TRAIL sens C8 | HIF-2a block | KKLEB tox | CF NFkB inh | hiPSC survival | Peg3 promoter
CC(C)(C)Nc1nc2cc([N+](=O)[O-])ccc2o1 | -8 | -4 | -12 | -24 | 0 | -8 | -30 | -8 | 6 | -0.5 | -12
CSc1cccc(NC(=O)CN2C(=O)c3ccccc3S2(=O)=O)c1 | 30 | 18 | 19 | -18 | 3 | -6 | 22 | -5 | -10 | -0.2 | 4
CCOC1(OCC)C(c2ccc(N)cc2)C(C#N)(C#N)C1(OCC)OCC (configuration not stated) | -1 | 7 | -2 | -12 | -2 | -11 | 13 | -13 | -3 | -0.7 | 6
Cc1ccc(/C=C/S(=O)(=O)NCc2ccc(F)cc2)cc1 | -4 | 1 | -1 | -2 | 5 | -3 | 7 | -2 | -12 | -0.9 | 1
Cc1occc1-c1nnc(SCC(=O)N2CCN(c3ccc(F)cc3)CC2)n1C | 5 | -9 | 12 | -21 | 0 | 10 | 15 | 13 | 2 | -3.1 | 19
CCC(C(=O)NC1CC1)n1nc(C)c2c(C)n(-c3ccc(C)cc3)nc2c1=O (configuration not stated) | 3 | -23 | 2 | -9 | -3 | 14 | 10 | 1 | 3 | 0.5 | 6
CCCS(=O)(=O)C(=C(Nc1ccc(OC)cc1)Nc1ccc(OC)cc1)S(=O)(=O)CCC | 1 | 3 | 5 | 0 | 5 | 23 | 5 | 0 | 29 | -0.3 | 5
Cc1ccc(CN(C(=O)c2ccccc2[N+](=O)[O-])C2CCS(=O)(=O)C2)o1 (configuration not stated) | -17 | -7 | 1 | -3 | 0 | 8 | 22 | -4 | 8 | 0.1 | 4
COc1ccc(N2C(=O)CC(C)(C)CC2=O)cc1OC | -1 | 6 | -2 | -28 | -4 | 1 | -96 | 4 | 3 | 0.1 | 6
CC(C)C(=O)Nc1cc(C(F)(F)F)ccc1-n1ccnc1 | 1 | -8 | -4 | -28 | -4 | -5 | 24 | 0 | 1 | -0.7 | 11
Cn1c(/C(C#N)=C(\O)c2cccc(F)c2)nc2ccccc21 | -14 | -24 | -5 | -16 | 4 | -8 | -93 | -6 | 6 | 0.0 | -64
O=C(CN1C(=O)NC2(CCOc3ccccc32)C1=O)NCCc1ccc(F)cc1 (configuration not stated) | -5 | -11 | 0 | -23 | · | 2 | 3 | 2 | 6 | -0.5 | 16
CCOC(=O)C1=C(c2ccccc2)NC(SCC(=O)Nc2ccccc2C)=C(C#N)C1c1ccco1 (configuration not stated) | 3 | 29 | 4 | -28 | -1 | -1 | 21 | 8 | -12 | -2.9 | 24
C=CCNC(=O)C(=O)c1c(-c2ccccc2)[nH]c2ccccc12 | 2 | 10 | 5 | -22 | 1 | -13 | 13 | 1 | -9 | 2.6 | -3
CC(OC(=O)[C@H](C)N=C1NS(=O)(=O)c2ccccc21)C(=O)Nc1ccc(F)c(F)c1F (some centres not stated) | -3 | -4 | · | 0 | · | 13 | 9 | 2 | 13 | 2.9 | 7
COc1ccc(C2(C#N)CCC(=O)N2c2ccccc2)cc1 (configuration not stated) | 5 | -11 | -8 | 19 | -2 | 11 | 18 | 12 | -8 | -0.4 | 5
COc1ccc(C(=O)NC2CCN(C(=O)Nc3ccccc3Cl)CC2)cc1 | 10 | 12 | 5 | -3 | 5 | -7 | 16 | 3 | -26 | -0.4 | 15
COc1ccccc1/C=C/C1C(C(=O)OCC(C)C)=C(C)N=C2SCCC(=O)N21 (configuration not stated) | 6 | -10 | 9 | -14 | -1 | -7 | 22 | 4 | -31 | 0.3 | 5
CCN1CCN(S(=O)(=O)c2ccc(F)c(C(=O)Nc3c(F)cc(F)cc3Br)c2)CC1 | -1 | -6 | -3 | 13 | 0 | -3 | -3 | -10 | 11 | 0.1 | 2
CCOC(=O)C1=C(C)c2ccccc2N(S(=O)(=O)C(F)(F)F)C1C(=O)OCC (configuration not stated) | -6 | -12 | -5 | 6 | · | -7 | 8 | 9 | -6 | -1.6 | 1
O=C(CC1C(=O)NCCN1C(=O)c1ccc([N+](=O)[O-])cc1)Nc1ccc(F)cc1 (configuration not stated) | 7 | -9 | 1 | 9 | 0 | -3 | 21 | 5 | 2 | -0.3 | 2
COC(=O)Cn1nnc2c(cnn2-c2ccccc2)c1=O | -2 | 8 | -12 | -36 | 1 | 0 | -42 | -7 | 8 | -0.3 | -23
O=C(CSc1ccc(-c2ccccn2)nn1)Nc1ccc(F)cc1F | 4 | 11 | 1 | -22 | -1 | 7 | -20 | 13 | 0 | 0.9 | -16
N#Cc1cccc(NC(=O)CN2CCCCCC2)c1 | -3 | -1 | 5 | -20 | -1 | 15 | 8 | -2 | 6 | -0.7 | 7
CCCN1CCN(C(=O)c2oc3c(Cl)cccc3c2C)CC1 | 1 | 5 | -3 | 5 | 3 | -30 | 10 | -5 | 18 | -0.3 | 20
CC(=O)Nc1ccc(S(=O)(=O)N2CCC(C(=O)NCCC(=O)Nc3ccccc3)CC2)cc1 | -1 | 10 | -10 | -12 | -1 | -4 | 10 | 14 | -5 | -0.4 | -6
Cc1ccc(C(=O)NC(C)CCc2ccccc2)cc1S(=O)(=O)N1CCOCC1 (configuration not stated) | 4 | 17 | 16 | 6 | · | -3 | 14 | 6 | -10 | 1.2 | 8
CC1Cc2ccccc2N1S(=O)(=O)c1cccc(C(=O)Nc2cccnc2)c1 (configuration not stated) | 1 | 3 | 5 | -1 | 5 | 18 | 25 | 4 | 9 | -0.1 | 18
C#CCNC(=O)C1=C[C@@H](c2ccc(C(F)(F)F)cc2)C[C@@H](OCc2ccc(CO)cc2)O1 | -2 | -6 | -8 | -3 | 2 | 12 | -24 | -17 | 6 | 1.0 | -24
COc1ccc(CN2CCN(C(=O)C3CCN(S(=O)(=O)c4cccs4)CC3)CC2)c(OC)c1OC | -6 | 58 | 12 | 0 | 3 | 5 | 16 | 5 | -3 | 1.8 | 22
O=C(NCC(=O)N(CC1CCCO1)C1(C(=O)NC2CCCC2)CCCCC1)c1ccccc1 (configuration not stated) | 5 | -4 | 5 | 13 | 2 | 5 | 1 | 0 | 2 | 6.3 | 2
Cc1ccc(Nc2nc(N)nc(CSCCO)n2)cc1 | -14 | -49 | -34 | -48 | 0 | 9 | -168 | 0 | 2 | 6.4 | -152
CN1CCN(S(=O)(=O)c2cccc(C(=O)Nc3nc(-c4ccccc4)cs3)c2)CC1 | 0 | 28 | 11 | 21 | 0 | 5 | -62 | 2 | -41 | 4.1 | -6
CN(CC(=O)N1CCOCC1)C(=O)CSc1nc2ccccc2s1 | -3 | 16 | 5 | -3 | 2 | -2 | -11 | 1 | 5 | 2.2 | -1
Cc1ccc(CSC2=Nc3ccccc3C3=NC(CC(=O)NCc4ccco4)C(=O)N23)cc1 (configuration not stated) | -11 | -23 | -23 | -62 | 5 | -17 | -143 | -4 | -4 | 1.3 | -94
CCC(=O)c1cc2c(C)cc(=O)oc2c(C)c1OC | -6 | -31 | 3 | -14 | 0 | -13 | 8 | -10 | 2 | -0.6 | 3
O=C(O)c1cc(C2CC2)nc2ccccc12 | -16 | -20 | -3 | 18 | 0 | -10 | -1 | -2 | -16 | 1.6 | -1
CC(C)CCN1C(=O)c2ccc(C(=O)NCC3CCCO3)cc2C1=O (configuration not stated) | -5 | -5 | 11 | 3 | 0 | 6 | 9 | 0 | 6 | -2.5 | 1
CN1CCN(C(=O)c2cc3nc(-c4ccccc4)cc(-c4ccccc4)n3n2)CC1 | 5 | -13 | 0 | 0 | 6 | -2 | -14 | -2 | 2 | -1.3 | 2
Cc1cccc(-c2noc(CCC(=O)Nc3ccc(C(N)=O)cc3)n2)c1 | · | -27 | · | -52 | 2 | 6 | -70 | -10 | -22 | 0.0 | -84

10 entries from above, as a markdown table:
| SMILES | EBV LMP1 NFkB | Shn3 inh set2 | TRPM1 prom inh | NR2E3 ag-1 | NR2E3 ag-2 | TRAIL sens C8 | HIF-2a block | KKLEB tox | CF NFkB inh | hiPSC survival | Peg3 promoter |
| --- | --- | --- | --- | --- | --- | --- | --- | --- | --- | --- | --- |
| C#CCNC(=O)C1=C[C@@H](c2ccc(C(F)(F)F)cc2)C[C@@H](OCc2ccc(CO)cc2)O1 | -2 | -6 | -8 | -3 | 2 | 12 | -24 | -17 | 6 | 1.0 | -24 |
| COc1ccc(CN2CCN(C(=O)C3CCN(S(=O)(=O)c4cccs4)CC3)CC2)c(OC)c1OC | -6 | 58 | 12 | 0 | 3 | 5 | 16 | 5 | -3 | 1.8 | 22 |
| O=C(NCC(=O)N(CC1CCCO1)C1(C(=O)NC2CCCC2)CCCCC1)c1ccccc1 (configuration not stated) | 5 | -4 | 5 | 13 | 2 | 5 | 1 | 0 | 2 | 6.3 | 2 |
| Cc1ccc(Nc2nc(N)nc(CSCCO)n2)cc1 | -14 | -49 | -34 | -48 | 0 | 9 | -168 | 0 | 2 | 6.4 | -152 |
| CN1CCN(S(=O)(=O)c2cccc(C(=O)Nc3nc(-c4ccccc4)cs3)c2)CC1 | 0 | 28 | 11 | 21 | 0 | 5 | -62 | 2 | -41 | 4.1 | -6 |
| CN(CC(=O)N1CCOCC1)C(=O)CSc1nc2ccccc2s1 | -3 | 16 | 5 | -3 | 2 | -2 | -11 | 1 | 5 | 2.2 | -1 |
| Cc1ccc(CSC2=Nc3ccccc3C3=NC(CC(=O)NCc4ccco4)C(=O)N23)cc1 (configuration not stated) | -11 | -23 | -23 | -62 | 5 | -17 | -143 | -4 | -4 | 1.3 | -94 |
| CCC(=O)c1cc2c(C)cc(=O)oc2c(C)c1OC | -6 | -31 | 3 | -14 | 0 | -13 | 8 | -10 | 2 | -0.6 | 3 |
| O=C(O)c1cc(C2CC2)nc2ccccc12 | -16 | -20 | -3 | 18 | 0 | -10 | -1 | -2 | -16 | 1.6 | -1 |
| CC(C)CCN1C(=O)c2ccc(C(=O)NCC3CCCO3)cc2C1=O (configuration not stated) | -5 | -5 | 11 | 3 | 0 | 6 | 9 | 0 | 6 | -2.5 | 1 |
